UPR CHOP act = activators of apoptotic CHOP UPR arm, primary screen, cell-based, CHO-CHOP luciferase reporter, luminescence, uHTS; activation, % at 10 µM; 330,000 compounds, 0.34% hits; UPR activation; percent of tunicamycin response over DMSO baseline;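 active = at 10 µM dose, activation of 40% or more, normalized to positive control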;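 note: 100% = tunicamycin at 10 µg/mL and 0% = DMSO alone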
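System: CHO-CHOP luciferase reporter cell line; amount: 500 cells/well; buffer or medium: F12 medium containing 10% fetal bovine serum; incubation: 6 h compound exposure at 37 °C after overnight seeding; measured by: luciferase luminescence after 10 min with Steady-Glo reagent; evaluation: % reporter activation, DMSO baseline versus tunicamycin full activation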
CXCR6 inh = CXCR6 receptor inhibitors, primary screen, cell-based, beta-arrestin, luminescence, CHO-K1 PathHunter, 1536-well | C-X-C chemokine receptor type 6 (Homo sapiens), O00574 | inhibition, % at 20 µM | 360,000 compounds, 0.36% hits; in the data active = inhibition above about 34%, passing the limit was not always enough;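 note: antagonist mode with CXCL16 agonist at 10 nM final; 0% = 10 nM CXCL16 with DMSO and 100% = unstimulated wells without agonist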
Target sequence (O00574 whole entry, looked up): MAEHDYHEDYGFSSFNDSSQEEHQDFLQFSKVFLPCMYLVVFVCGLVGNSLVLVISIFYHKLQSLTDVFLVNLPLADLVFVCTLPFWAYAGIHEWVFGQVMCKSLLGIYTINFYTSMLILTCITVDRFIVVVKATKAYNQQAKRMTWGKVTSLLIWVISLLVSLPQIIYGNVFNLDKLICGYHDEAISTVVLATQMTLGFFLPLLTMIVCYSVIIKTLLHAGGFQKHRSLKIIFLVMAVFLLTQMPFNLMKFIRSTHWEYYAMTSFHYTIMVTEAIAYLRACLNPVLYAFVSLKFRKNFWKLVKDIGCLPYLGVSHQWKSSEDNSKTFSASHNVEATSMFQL
tim10-1 inh = growth inhibitors of tim10-1 mutant yeast, primary screen, luminescence, uHTS; S. cerevisiae tim10-1 ts strain growth, BacTiter-Glo, 24 h; inhibition, % at 20 µM; 330,000 compounds, 2.2% hits;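 active = inhibition of at least 40%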;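 note: mutant grown at 25 °C; 0% = DMSO wells with yeast and 100% = wells holding no yeast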
APJ ag = agonists of human apelin receptor APJ, primary screen, CHO-K1 cells, PathHunter beta-arrestin, luminescence | P35414 | 0% DMSO wells, 100% apelin | activation, % at 20 µM | 330,000 compounds, 0.11% hits;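 active = activation more than six SD over the plate average, tested at 20 µM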;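 note: 0% = DMSO alone and 100% = apelin-13 at 10 nM; some results filed as inactive read as strong as hits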
Target sequence (P35414 whole entry, looked up): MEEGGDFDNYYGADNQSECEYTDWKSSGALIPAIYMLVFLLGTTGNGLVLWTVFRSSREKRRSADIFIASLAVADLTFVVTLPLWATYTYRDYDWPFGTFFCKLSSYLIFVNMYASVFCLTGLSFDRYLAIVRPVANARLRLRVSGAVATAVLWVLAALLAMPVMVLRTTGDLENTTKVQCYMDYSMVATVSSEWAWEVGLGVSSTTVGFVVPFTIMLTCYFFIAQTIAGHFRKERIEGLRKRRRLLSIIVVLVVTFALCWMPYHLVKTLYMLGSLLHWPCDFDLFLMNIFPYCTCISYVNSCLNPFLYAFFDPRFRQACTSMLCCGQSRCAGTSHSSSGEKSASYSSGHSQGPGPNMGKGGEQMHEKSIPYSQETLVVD
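Material: engineered CHO-K1 APJ arrestin reporter cells; amount: 1000 CHO-K1 reporter cells seeded per well; incubation: compound stimulation 90 min at 25 °C, detection 60 min; signal: luminescent beta-gal fragment complementation, chemiluminescent substrate; read-out basis: APJ agonist activity; controls: DMSO-only wells as negative, 10 nM Apelin-13 as positive control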
TIM10 inh = growth inhibitors of isogenic TIM10 control yeast, primary screen, counter-screen for tim10-1 yeast inhibitor project, luminescence, uHTS | S. cerevisiae TIM10 strain growth, BacTiter-Glo luminescence, 24 h | 330,000 compounds, 1.4% hits | inhibition, % at 10 µM;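 active = inhibition of 40% or more at the single tested concentration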;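 note: wild-type TIM10 isogenic control strain grown at permissive 25 °C; 0% = DMSO yeast wells and 100% = minimal medium wells without yeast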
tim23-1 inh = growth inhibitors of tim23-1 mutant yeast, primary screen, luminescence, uHTS. S. cerevisiae tim23-1 growth, BacTiter-Glo luminescence, 24 h. inhibition, % at 20 µM. 330,000 compounds, 1.3% hits. AID 463212, 2010;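 active = growth inhibition of the mutant yeast at or above 50%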;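 note: temperature-sensitive mutant grown at 25 °C; plate controls were DMSO-treated mutant yeast for no effect and medium wells lacking yeast for full effect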
APJ antag = antagonists of human apelin receptor APJ, primary screen, CHO-K1 cells, beta-arrestin complementation, luminescence. 330,000 compounds, 0.32% hits. inhibition, % at 20 µM. P35414. AID 2521, 2010;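 active = inhibition above about 40% at 20 µM, limit read from the data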;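 note: cells challenged with 10 nM apelin-13 agonist together with compound; plate controls were apelin-13 plus DMSO wells for no effect and DMSO wells lacking apelin-13 for full effect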
UPR XBP1 act = activators of adaptive XBP1 UPR arm, primary screen, cell-based, CHO-XBP1 luciferase reporter, luminescence, uHTS | 330,000 compounds, 0.33% hits | AID 463104, 2010 | IRE1-XBP1 UPR activation; percent of tunicamycin response, DMSO as zero | activation, % at 20 µM;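 active = versus positive control, 20 µM dose yields 30% or more activation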;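 note: 100% = tunicamycin at 10 µg/mL and 0% = DMSO only wells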
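Assay system: CHO-XBP1 luciferase reporter cells; Schedule: 6 h treatment, 37 °C; Detection: glow luminescence from Steady-Glo reagent; Benchmarks: high control tunicamycin 10 µg/mL final, low control DMSO vehicle only.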
Mdm2 MdmX PPI = inhibitors of human Mdm2-MdmX association, primary screen, cell-based, luminescence, split luciferase, SaOS-2, uHTS. Protein Mdm4 (Homo sapiens) + E3 ubiquitin-protein ligase Mdm2 (Homo sapiens), …. 330,000 compounds, 3% hits. SaOS-2 split-luciferase Mdm2/MdmX complementation. inhibition, % at 8 µM. AID 485346, 2010;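 active = inhibition of at least 50% at 8 µM in the primary screen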
An asterisk follows results filed as active. A portion of the library; the hit share may differ from the screen's.

SMILES	UPR CHOP act	CXCR6 inh	tim10-1 inh	APJ ag	TIM10 inh	tim23-1 inh	APJ antag	UPR XBP1 act	Mdm2 MdmX PPI
CC(=O)NC(Cc1c[nH]c2ccccc12)C(=O)N/N=C/c1ccccc1 (stereo not drawn)	0.6	-1	9	-2	-11	7	11	3	-8
CCOC(=O)N1CCN(S(=O)(=O)c2ccc(C(=O)N(CCN(CC)CC)c3nc4ccc(C)cc4s3)cc2)CC1	-0.3	10	48*	7	40	31	-53	-2	9
O=C(CCCCCNS(=O)(=O)c1ccc(Br)cc1)NCCN1CCOCC1	-1.5	-10	-9	-5	3	2	-6	-1	11
O=C(c1ccc(N2CCCC2=O)cc1)N1CCOCC1	-3.2	-4	19	-3	0	-1	0	0	-5
O=C(NCCS(=O)(=O)N1CCC2(CC1)OCCO2)c1ccccc1	-0.6	9	5	-2	3	18	-16	-2	-11
CS(=O)(=O)NCC(c1cccnc1)N1CCN(c2ccccc2F)CC1 (stereo not drawn)	1.7	-1	5	5	-17	5	0	1	-14
Cc1ccc(S(=O)(=O)Nc2cc(S(=O)(=O)N3CCOCC3)ccc2NCC2CCCO2)cc1 (stereo not drawn)	0.2	-4	1	-4	4	5	3	0	10
O=C(NS(=O)(=O)Nc1ccccn1)c1c[nH]c2ccccc12	0.5	-9	-3	5	15	-5	11	-1	13
CC(Oc1ccc(C(=O)c2ccccc2)cc1)C(=O)Nc1ccc(S(N)(=O)=O)cc1 (stereo not drawn)	-2.2	-9	6	-2	-1	8	-6	-1	-16
CCc1ccc(C2CC(c3ccc(F)cc3)Nc3nc(N)nn32)cc1 (stereo not drawn)	-0.9	-7	13	-2	9	0	-45	-3	22
CCCCCCCCCCCCN1[C@@H](CC(=O)OC)c2cc(C(F)(F)F)ccc2S1(=O)=O	0.2	1	-6	-2	-9	4	-52	1	13
COc1ccc(S(=O)(=O)N2CCCC(C(=O)Nc3cccnc3)C2)cc1Cl (stereo not drawn)	-0.7	-10	20	3	19	7	10	-1	-1
COCC(C)NC(=O)CSc1nc(-c2ccccc2)c(-c2ccccc2)o1 (stereo not drawn)	-0.8	6	25	-2	16	25	2	-1	-14
Cc1ccc(NC(=O)CSCC(=O)Nc2ccccc2C(=O)N2CCCCC2)cc1	-1.0	2	-7	-5	-9	-16	24	-2	19
COc1cc(OC)c(C#N)c(S(=O)(=O)Cc2ccccc2)c1	1.7	-3	18	5	0	15	-27	-4	1
CC(=O)c1ccc(N(CC(=O)NCCc2ccccc2)C(=O)c2csnn2)cc1	0.2	4	-4	-3	-8	3	3	-1	19
O=C(CSc1n[nH]c(-c2ccncc2)n1)NCCc1ccccc1	1.8	1	-1	1	6	11	12	-6	7
CCC(CC)c1nnc(NC(=O)c2ccc([N+](=O)[O-])cc2)s1	6.3	-2	37	-1	-11	8	-19	4	-7
Cc1cc(C)c(S(=O)(=O)N2CCOC2CNC(=O)C(=O)NCCc2ccc(S(N)(=O)=O)cc2)c(C)c1 (stereo not drawn)	-1.0	3	-8	-6	-13	2	1	-1	13
COc1ccc(S(=O)(=O)N2CCCCCC2)cc1C(=O)OCC(=O)NC(C)(C)C	-1.9	3	6	-3	5	2	4	1	-11

Entries of single compounds, looked up by structure. Screens in order: UPR CHOP act, CXCR6 inh, tim10-1 inh, APJ ag, TIM10 inh, tim23-1 inh, APJ antag, UPR XBP1 act, Mdm2 MdmX PPI
Profile of O=C(CSc1n[nH]c(-c2ccncc2)n1)NCCc1ccccc1 → 1.8, 1, -1, 1, 6, 11, 12, -6, 7
Profile of COc1cc(OC)c(C#N)c(S(=O)(=O)Cc2ccccc2)c1 → 1.7, -3, 18, 5, 0, 15, -27, -4, 1
Profile of Cc1ccc(NC(=O)CSCC(=O)Nc2ccccc2C(=O)N2CCCCC2)cc1 → -1.0, 2, -7, -5, -9, -16, 24, -2, 19
Profile of COCC(C)NC(=O)CSc1nc(-c2ccccc2)c(-c2ccccc2)o1 (stereo not drawn) → -0.8, 6, 25, -2, 16, 25, 2, -1, -14
Profile of CC(=O)c1ccc(N(CC(=O)NCCc2ccccc2)C(=O)c2csnn2)cc1 → 0.2, 4, -4, -3, -8, 3, 3, -1, 19

Later entries
SMILES	UPR CHOP act	CXCR6 inh	tim10-1 inh	APJ ag	TIM10 inh	tim23-1 inh	APJ antag	UPR XBP1 act	Mdm2 MdmX PPI
COC(=O)C1=C(N)Oc2cc(C)n(CC3CCCO3)c(=O)c2C1c1ccccc1 (stereo not drawn)	-1.2	5	7	-4	16	12	15	-2	-16
COc1ccc(S(=O)(=O)N2CCCC2C(=O)NCc2cccs2)cc1 (stereo not drawn)	2.0	0	22	-1	-11	-6	-6	2	11
O=S(=O)(c1ccc(C(F)(F)F)cc1)N1CCCN(c2ccc(C(F)(F)F)cn2)CC1	0.6	-3	22	-1	-1	34	-23	-2	-5
Cc1cccc(N(CC(=O)N/N=C/c2ccc(C(=O)O)cc2)S(=O)(=O)c2ccccc2)c1C	2.1	5	-4	-1	4	1	4	2	10
O=C(Nc1ccc(C(F)(F)F)cc1Cl)c1ccc(Cn2cc(Br)cn2)o1	-2.1	-11	37	5	7	24	-7	-2	-13
C/C(Cn1nnc2ccccc21)=N/OC(=O)c1c(F)cccc1F	-0.1	-8	11	-2	23	10	1	-2	-3
CCn1cc(SCC(=O)NCC2CCCO2)c2ccccc21 (stereo not drawn)	3.5	6	16	-3	-8	2	18	3	8
Cc1noc(C)c1NC(=O)Nc1cccc2c1O[C@H](CN(C)C(=O)NC(C)C)[C@@H](C)CN([C@H](C)CO)C2=O	-0.1	-7	-5	-3	-1	-9	-4	-2	29
O=C(Nc1ccccc1N1CCCCC1)c1ccco1	-0.6	3	11	-4	-9	17	2	-4	13
COc1cccc(NC(=O)N2CCCc3ccccc32)c1	-0.1	-5	24	-2	10	10	1	-1	-8
CC(C)(C)NC(=O)C1CC(=O)N(CCc2ccc(F)cc2)C1 (stereo not drawn)	1.0	-3	15	-2	-3	13	7	-4	4
C[C@@]12CCC3[C@@](CCC4[C@@]3(C)CCC[C@@]4(C)C(=O)NC3CCCCC3)(CC1=O)C2 (stereo partly drawn)	-1.1	6	2	0	2	29	4	0	-3
CCSc1sccc1C1C(C#N)=C(N)N(c2cccnc2)C2=C1C(=O)CC(C)(C)C2 (stereo not drawn)	0.4	-2	31	5	3	21	-20	2	-3
CN1CCSc2ccc(C(=O)Nc3cccc(F)c3)cc21	6.7	1	-15	1	47*	68*	-23	2	-211
CC1(C(=O)OCC(=O)Nc2ccc(S(=O)(=O)N3CCOCC3)cc2)CC1(Cl)Cl (stereo not drawn)	1.0	-2	3	-3	-7	5	12	-3	22
Cc1cc(C(=O)Nc2ccccc2C(F)(F)F)no1	0.6	-1	1	-1	12	12	-16	9	-17
CCc1nc(Nc2ccc3c(c2)OCO3)c2oc3ccccc3c2n1	0.3	-4	35	2	19	22	2	4	18
O=C(OCC(=O)c1c[nH]c2ccccc12)c1ccc([N+](=O)[O-])s1	1.1	1	40*	-1	73*	17	-80	-1	-1
CCCCc1nc2c(C)c(N)cnc2n1Cc1cccc([N+](=O)[O-])c1	-0.2	8	6	-4	1	2	13	1	20
CCOC(=O)C1=C(COC(=O)c2sccc2C)NC(=O)NC1C (stereo not drawn)	-1.1	10	-36	-3	-15	-7	14	3	16

An excerpt taken from the entries so far:
SMILES	UPR CHOP act	CXCR6 inh	tim10-1 inh	APJ ag	TIM10 inh	tim23-1 inh	APJ antag	UPR XBP1 act	Mdm2 MdmX PPI
C[C@@]12CCC3[C@@](CCC4[C@@]3(C)CCC[C@@]4(C)C(=O)NC3CCCCC3)(CC1=O)C2 (stereo partly drawn)	-1.1	6	2	0	2	29	4	0	-3
CCSc1sccc1C1C(C#N)=C(N)N(c2cccnc2)C2=C1C(=O)CC(C)(C)C2 (stereo not drawn)	0.4	-2	31	5	3	21	-20	2	-3

Other records:
SMILES	UPR CHOP act	CXCR6 inh	tim10-1 inh	APJ ag	TIM10 inh	tim23-1 inh	APJ antag	UPR XBP1 act	Mdm2 MdmX PPI
O=C1CC(c2ccc(Cl)cc2)n2nc(N3C(=O)c4ccccc4C3=O)nc2N1 (stereo not drawn)	1.3	-9	2	-3	3	-2	5	-7	13
COc1cc(CC(=O)OCC(=O)NC2CCCCC2C)cc(OC)c1OC (stereo not drawn)	1.4	5	12	-3	3	16	5	1	-7
CCOc1cc(C(=O)Nc2cc3c(cc2N2CCOCC2)n(C)c(=O)n3C)cc(OCC)c1OCC	-1.1	-4	7	4	24	16	6	-3	15
Cc1ccccc1NC(=O)CSC(N)=O	-1.0	-3	17	-7	-3	20	-5	-1	-9
COc1ccc(CNC(=O)C(C)N2C(=O)NC3(CCCCCCC3)C2=O)cc1 (stereo not drawn)	0.6	-7	9	-4	2	15	10	0	8
O=C(Nc1ccc(N2CCOCC2)nc1)c1c(F)cccc1F	6.3	-4	-5	-3	13	-3	11	2	-21
CCOc1cc(-c2nc(-c3ccccc3OC)no2)cc(OCC)c1OCC	-0.8	3	20	-5	3	16	3	1	22
COc1ccc(NC(=S)N2CCN(Cc3cccc(F)c3)CC2)c(OC)c1	-0.3	4	0	-3	-12	6	3	-2	28
Cc1ccc(-c2n[nH]c3c2C(c2ccccc2)N(c2ccc(C(=O)O)cc2)C3=O)cc1 (stereo not drawn)	0.9	-6	-7	-3	-3	9	4	-1	-1
C[N+](C)(CCCCCC[N+](C)(C)CCCN1C(=O)c2cccc3cccc(c23)C1=O)CCCN1C(=O)c2cccc3cccc(c23)C1=O	0.6	7	1	-6	5	-24	12	-9	-15

Screening results: PubChem, Sanford-Burnham Center for Chemical Genomics
